Tcruzi prolif = blocks T. cruzi growth in NIH3T3 culture; T. cruzi beta-gal in NIH3T3, GalScreen luminescence, 90 h; inhibition, % at 8.34 µM; hit rate 5.9% among 77,000; AID 624255;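 active means mean inhibition above about 93%, with at least 55% of replicates each passing it, limit read from the data, passing the limit was not always enough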
GASC1 inh = inhibitors of human demethylase GASC-1 KDM4C. GST-KDM4C 2-372, H3K9me3 peptide, LANCE TR-FRET. inhibition, % at 12.5 µM. hit rate 0.15% among 96,000. AID 720574;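 active means mean replicate inhibition above about 25%, with at least 55% of replicates also reaching it, limit read from the data, passing the limit was not always enough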
Target sequence (Q9H3R0 2-372 limits assumed): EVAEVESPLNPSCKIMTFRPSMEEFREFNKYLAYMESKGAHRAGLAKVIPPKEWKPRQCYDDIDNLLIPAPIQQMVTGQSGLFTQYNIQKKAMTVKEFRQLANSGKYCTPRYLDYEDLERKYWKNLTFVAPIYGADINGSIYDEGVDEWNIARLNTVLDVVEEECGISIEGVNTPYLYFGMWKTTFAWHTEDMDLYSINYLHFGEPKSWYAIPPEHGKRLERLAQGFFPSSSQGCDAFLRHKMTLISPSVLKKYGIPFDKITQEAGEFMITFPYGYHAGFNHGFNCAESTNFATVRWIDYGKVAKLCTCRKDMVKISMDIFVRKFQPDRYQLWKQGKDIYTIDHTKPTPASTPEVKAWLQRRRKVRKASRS
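reagent = H3K9me3 peptide substrate, Fe(II), 2-oxoglutarate | system = GST-tagged GASC-1 (JMJD2C) catalytic fragment, aa 2-372 | amount = enzyme final amount 10 nM | read-out = Fall in 671/618 emission ratio as inhibition | medium = HEPES buffer, pH 7.5, plus ascorbate | schedule = 30 min reaction, 60 min detection, RT | measured by = LANCE TR-FRET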
* = called active by the depositor; . = not tested or not shown.

SMILES | Tcruzi prolif | GASC1 inh
CO[C@@H]1CN(C)C(=O)c2ccc(NC(=O)C3CCC3)cc2OC[C@@H](C)N(C)C[C@H]1C | -6.3 | .
CO[C@H]1CN(C)C(=O)c2cc(NC(=O)Nc3cc(Cl)cc(Cl)c3)ccc2OC[C@@H](C)NC[C@@H]1C | 58.4 | .
CO[C@H]1CN(C)C(=O)c2ccc(NC(=O)C3CCCC3)cc2OC[C@H](C)N(C(C)=O)C[C@H]1C | . | 47.3*
C[C@@H]1CCn2cc(nn2)COC[C@@H](c2ccccc2)NC1=O | . | 3.0
CO[C@@H]1CN(C)C(=O)c2cc(NC(=O)C3CC3)ccc2OC[C@@H](C)N(C)C[C@H]1C | . | -4.0
CCC(=O)N1C[C@H](C)[C@H](OC)CN(C)C(=O)c2cc(NC(=O)C3CCCCC3)ccc2OC[C@H]1C | . | -2.9
C[C@H](CO)N1C[C@H](C)[C@@H](CN(C)S(=O)(=O)c2cccs2)Oc2ccc(NS(=O)(=O)c3ccccc3)cc2CC1=O | . | -1.2
CO[C@@H]1CN(C)C(=O)c2cc(NC(=O)C3CC3)ccc2OC[C@@H](C)N(C(=O)c2ccccc2)C[C@H]1C | . | 1.8
CO[C@H]1CN(C)C(=O)c2ccc(NC(=O)C3CC3)cc2OC[C@@H](C)N(C(=O)c2ccccc2)C[C@H]1C | . | 1.2
CO[C@@H]1CN(C)C(=O)c2cc(NC(=O)C3CC3)ccc2OC[C@H](C)N(C(C)=O)C[C@H]1C | . | -0.4
CNC[C@@H]1Oc2c(NS(=O)(=O)c3ccc(OC)cc3)cccc2C(=O)N([C@@H](C)CO)C[C@H]1C | . | 1.0
Cc1ccc(S(=O)(=O)Nc2cccc3c2O[C@H](CN(C)C(=O)Nc2ccc(C(F)(F)F)cc2)[C@@H](C)CN([C@H](C)CO)C3=O)cc1 | . | -4.0
CO[C@@H]1CN(C)C(=O)c2ccc(NC(=O)C3CCCC3)cc2OC[C@@H](C)N(CC2CC2)C[C@@H]1C | . | 1.2
CCCN1C[C@@H](C)[C@H](OC)CN(C)C(=O)c2ccc(NC(=O)C3CC3)cc2OC[C@@H]1C | . | 1.4
CO[C@H]1CN(C)C(=O)c2ccc(NS(C)(=O)=O)cc2OC[C@H](C)N(CC2CC2)C[C@H]1C | . | 2.3
C[C@@H]1CN([C@H](C)CO)C(=O)c2cc(NC(=O)c3ccccc3)ccc2O[C@@H](C)CCCCO[C@H]1CN(C)Cc1ccc(Cl)c(Cl)c1 | . | -2.5
C[C@@H]1CN([C@@H](C)CO)C(=O)c2cccc(NC(=O)Nc3cccc4ccccc34)c2O[C@H]1CN(C)S(=O)(=O)c1cn(C)cn1 | . | -0.9
CO[C@H]1CN(C)C(=O)c2ccc(NS(C)(=O)=O)cc2OC[C@@H](C)N(C(=O)C2CC2)C[C@H]1C | . | -1.2
CO[C@H]1CN(C)C(=O)c2ccc(NC(=O)C3CCOCC3)cc2OC[C@@H](C)N(CC2CC2)C[C@@H]1C | . | 1.2
C[C@H]1CN([C@@H](C)CO)C(=O)c2cccc(NC(=O)CCCCCC(=O)Nc3ccccc3N)c2O[C@@H]1CN(C)Cc1ccccc1 | . | -3.3

Ordered by formula weight (smallest number first): part of the list above.
SMILES | Tcruzi prolif | GASC1 inh
CO[C@@H]1CN(C)C(=O)c2ccc(NC(=O)C3CCC3)cc2OC[C@@H](C)N(C)C[C@H]1C | -6.3 | .
CO[C@@H]1CN(C)C(=O)c2cc(NC(=O)C3CC3)ccc2OC[C@@H](C)N(C(=O)c2ccccc2)C[C@H]1C | . | 1.8
C[C@@H]1CN([C@@H](C)CO)C(=O)c2cccc(NC(=O)Nc3cccc4ccccc34)c2O[C@H]1CN(C)S(=O)(=O)c1cn(C)cn1 | . | -0.9

Quoted from above, 3 compounds:
SMILES | Tcruzi prolif | GASC1 inh
C[C@@H]1CN([C@@H](C)CO)C(=O)c2cccc(NC(=O)Nc3cccc4ccccc34)c2O[C@H]1CN(C)S(=O)(=O)c1cn(C)cn1 | . | -0.9
CO[C@H]1CN(C)C(=O)c2ccc(NS(C)(=O)=O)cc2OC[C@@H](C)N(C(=O)C2CC2)C[C@H]1C | . | -1.2
CO[C@H]1CN(C)C(=O)c2ccc(NC(=O)C3CCOCC3)cc2OC[C@@H](C)N(CC2CC2)C[C@@H]1C | . | 1.2

(continued)
SMILES | Tcruzi prolif | GASC1 inh
COCC(=O)Nc1ccc2c(c1)C(=O)N(C)C[C@H](OC)[C@H](C)CN(CC1CC1)[C@H](C)CO2 | . | 2.9
CO[C@@H]1CN(C)C(=O)c2ccc(NC(=O)C3CCCC3)cc2OC[C@H](C)N(CC2CC2)C[C@H]1C | . | -0.3
CCCNC(=O)Nc1ccc2c(c1)C(=O)N(C)C[C@H](OC)[C@H](C)CN(C(=O)C1CC1)[C@H](C)CO2 | . | 0.9
CO[C@@H]1CN(C)C(=O)c2cc(NC(=O)c3ccccc3F)ccc2OC[C@H](C)N(CC2CC2)C[C@H]1C | . | -2.6
CO[C@H]1CN(C)C(=O)c2cc(NC(=O)C3CC3)ccc2OC[C@@H](C)N(C(C)=O)C[C@H]1C | . | -1.2
C[C@@H]1CN([C@@H](C)CO)C(=O)c2cc(NC(=O)Nc3ccccc3)ccc2O[C@@H](C)CCCCO[C@H]1CN(C)C(=O)Nc1ccccc1 | . | 0.5
CO[C@H]1CN(C)C(=O)c2cc(NC(=O)C3CCC3)ccc2OC[C@H](C)N(C(=O)CN(C)C)C[C@@H]1C | . | 0.7
CCC(=O)Nc1ccc2c(c1)C(=O)N(C)C[C@@H](OC)[C@H](C)CN(C(=O)C1CC1)[C@@H](C)CO2 | . | 0.2
COCC(=O)Nc1ccc2c(c1)OC[C@@H](C)N(CC1CCCCC1)C[C@H](C)[C@@H](OC)CN(C)C2=O | . | 2.2
C[C@@H]1CN([C@@H](C)CO)C(=O)c2cccc(NC(=O)c3nc4ccccc4s3)c2O[C@@H]1CN(C)Cc1ccc2c(c1)OCO2 | . | 0.1
C[C@H]1CN([C@@H](C)CO)C(=O)c2cc(N(C)C)ccc2O[C@@H]1CN(C)C(=O)Nc1ccccc1 | . | 4.2
C[C@@H]1CN([C@H](C)CO)C(=O)CCCn2nncc2CO[C@H]1CN(C)S(=O)(=O)c1ccccc1C#N | . | -1.0
CCS(=O)(=O)Nc1ccc2c(c1)C(=O)N(C)C[C@@H](OC)[C@H](C)CN(C(=O)C1CC1)[C@@H](C)CO2 | . | 1.1
C[C@H](CO)N1C[C@H](C)[C@H](CN(C)Cc2ccc(C(=O)Nc3ccccc3N)cc2)Oc2ccc(NC(=O)Cc3cn(C)c4ccccc34)cc2CC1=O | . | 0.5
CCC(=O)Nc1ccc2c(c1)C(=O)N(C)C[C@@H](OC)[C@@H](C)CN(CC1CC1)[C@H](C)CO2 | . | -1.3
C[C@@H]1CN([C@@H](C)CO)C(=O)Cc2cc(NC(=O)Nc3ccc4c(c3)OCO4)ccc2O[C@@H]1CN(C)C(=O)NC1CCCCC1 | . | 0.3
C[C@@H]1CN([C@H](C)CO)C(=O)c2cccc(NS(=O)(=O)c3ccc(Cl)cc3)c2O[C@H]1CN(C)S(=O)(=O)c1cccs1 | . | -0.7
Cc1ccc(S(=O)(=O)Nc2cccc3c2O[C@H](CN(C)Cc2ccc(-c4ccccc4)cc2)[C@@H](C)CN([C@H](C)CO)C3=O)cc1 | . | -3.3
CO[C@@H]1CN(C)C(=O)c2ccc(NC(=O)C3CC3)cc2OC[C@@H](C)N(Cc2cccnc2)C[C@H]1C | . | -0.5
CO[C@@H]1CN(C)C(=O)c2ccc(NS(C)(=O)=O)cc2OC[C@H](C)N(CC2CC2)C[C@H]1C | . | 0.2

Look-ups from the list.
GASC1 inh result of `CO[C@H]1CN(C)C(=O)c2cc(NC(=O)C3CCC3)ccc2OC[C@H](C)N(C(=O)CN(C)C)C[C@@H]1C` stands at 0.7
GASC1 inh result of `COCC(=O)Nc1ccc2c(c1)C(=O)N(C)C[C@H](OC)[C@H](C)CN(CC1CC1)[C@H](C)CO2` stands at 2.9

Five entries from above, reformatted:
Sequence of screens – Tcruzi prolif | GASC1 inh
> C[C@H]1CN([C@@H](C)CO)C(=O)c2cc(N(C)C)ccc2O[C@@H]1CN(C)C(=O)Nc1ccccc1
 : . | 4.2
> C[C@@H]1CN([C@H](C)CO)C(=O)CCCn2nncc2CO[C@H]1CN(C)S(=O)(=O)c1ccccc1C#N
 : . | -1.0
> CCS(=O)(=O)Nc1ccc2c(c1)C(=O)N(C)C[C@@H](OC)[C@H](C)CN(C(=O)C1CC1)[C@@H](C)CO2
 : . | 1.1
> C[C@H](CO)N1C[C@H](C)[C@H](CN(C)Cc2ccc(C(=O)Nc3ccccc3N)cc2)Oc2ccc(NC(=O)Cc3cn(C)c4ccccc34)cc2CC1=O
 : . | 0.5
> CCC(=O)Nc1ccc2c(c1)C(=O)N(C)C[C@@H](OC)[C@@H](C)CN(CC1CC1)[C@H](C)CO2
 : . | -1.3

More compounds
SMILES | Tcruzi prolif | GASC1 inh
C[C@@H]1CN([C@H](C)CO)C(=O)c2cc(NC(=O)NC3CCCCC3)ccc2O[C@@H](C)CCCCO[C@H]1CN(C)C(=O)Nc1ccc(C(F)(F)F)cc1 | . | 0.2
COc1ccc(CN(C)C[C@H]2Oc3ccc(NC(=O)NC4CCCCC4)cc3CC(=O)N([C@H](C)CO)C[C@@H]2C)cc1 | . | 0.2
CO[C@@H]1CN(C)C(=O)c2ccc(NC(=O)C3CC3)cc2OC[C@@H](C)N(C(=O)NC(C)C)C[C@@H]1C | . | 2.2
CO[C@@H]1CN(C)C(=O)c2ccc(NC(=O)c3ccccc3F)cc2OC[C@H](C)N(CC2CCOCC2)C[C@H]1C | . | 2.0
CO[C@@H]1CN(C)C(=O)c2ccc(NC(=O)c3ccccc3F)cc2OC[C@@H](C)N(CC2CCOCC2)C[C@@H]1C | . | 1.2
CO[C@@H]1CN(C)C(=O)c2cc(NC(=O)C3CC3)ccc2OC[C@H](C)NC[C@@H]1C | . | -0.8
CO[C@@H]1CN(C)C(=O)c2cc(NC(=O)C3CC3)ccc2OC[C@H](C)NC[C@H]1C | . | 0.4
C[C@@H]1CCCCO[C@@H](CN(C)C(=O)Nc2ccccc2)[C@@H](C)CN([C@@H](C)CO)C(=O)c2cc(NC(=O)Nc3ccc(F)cc3)ccc2O1 | . | -0.7
C[C@@H]1CN([C@@H](C)CO)C(=O)c2cc(NC(=O)Nc3ccc(C(F)(F)F)cc3)ccc2O[C@@H](C)CCCCO[C@H]1CN(C)C(=O)Nc1ccccc1 | . | 0.4
C[C@@H]1CN([C@@H](C)CO)C(=O)c2cc(NC(=O)CCCCCC(=O)Nc3ccccc3N)ccc2O[C@H]1CN(C)C(=O)NC1CCCCC1 | . | 2.9
COc1cccc(C(=O)Nc2ccc3c(c2)OC[C@@H](C)N(C(=O)C2CC2)C[C@@H](C)[C@H](OC)CN(C)C3=O)c1 | . | -1.2
CCC(=O)Nc1ccc2c(c1)C(=O)N(C)C[C@H](OC)[C@H](C)CN(CC1CC1)[C@@H](C)CO2 | . | -1.9
CO[C@@H]1CN(C)C(=O)c2cc(NC(=O)CC(F)(F)F)ccc2OC[C@@H](C)N(C(=O)C2CC2)C[C@H]1C | . | 1.1
C[C@H](CO)N1C[C@H](C)[C@H](CN(C)Cc2ccc(-c3ccccc3)cc2)Oc2ccc(NS(=O)(=O)c3ccccc3)cc2CC1=O | . | 1.7
Cc1noc(C)c1S(=O)(=O)Nc1ccc2c(c1)CC(=O)N([C@H](C)CO)C[C@H](C)[C@H](CN(C)S(=O)(=O)c1ccc(F)cc1)O2 | . | -0.4
CO[C@@H]1CN(C)C(=O)c2cc(NC(=O)C3CC3)ccc2OC[C@@H](C)N(CC2CCOCC2)C[C@@H]1C | . | -0.5
CCC(=O)Nc1ccc2c(c1)OC[C@@H](C)N(C(=O)C1CCC1)C[C@H](C)[C@H](OC)CN(C)C2=O | . | -0.2
C[C@@H]1CN([C@@H](C)CO)C(=O)c2cc(NC(=O)CCCCCC(=O)Nc3ccccc3N)ccc2O[C@H]1CN(C)CC1CCCCC1 | . | -0.5
C[C@H](CO)N1C[C@H](C)[C@H](CN(C)C(=O)NC2CCCCC2)Oc2ccc(NC(=O)CCCCCC(=O)Nc3ccccc3N)cc2C1=O | . | 1.7
CO[C@H]1CN(C)C(=O)c2cc(NC(=O)C3CC3)ccc2OC[C@@H](C)N(C(C)=O)C[C@@H]1C | . | -2.1
CCCN1C[C@@H](C)[C@@H](OC)CN(C)C(=O)c2ccc(NC(=O)C3CC3)cc2OC[C@@H]1C | . | 2.4
CO[C@@H]1CN(C)C(=O)c2ccc(NC(=O)C3CC3)cc2OC[C@H](C)NC[C@@H]1C | . | -0.7
CO[C@@H]1CN(C)C(=O)c2cc(NC(=O)C3CCC3)ccc2OC[C@H](C)N(C(=O)NC(C)C)C[C@H]1C | . | -1.3
CO[C@@H]1CN(C)C(=O)c2cc(NC(=O)C3CCC3)ccc2OC[C@H](C)N(C(=O)CN(C)C)C[C@@H]1C | . | 2.3
CO[C@@H]1CN(C)C(=O)c2cc(NC(=O)C3CC3)ccc2OC[C@@H](C)NC[C@@H]1C | . | 0.6

The list is partial; the hit share may differ from the screen's.
